Compound activity: PubChem BioAssay, several laboratories
Runt-SMMHC FRET: Runt domain-CBFb-SMMHC interaction inhibition; Cerulean-Runt/Venus-CBFb-SMMHC FRET ratio 530/480, 1 h; AID 1434; inhibition, % at 20 µM; Q01196+Q13951; hit rate 0.74% among 220,000;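 active = mean inhibition across duplicate retests at 20 µM reaching about 50%, limit read from the data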;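 note: 0% = DMSO wells and 100% = wells with excess untagged CBFb-SMMHC; inhibitors lower the FRET ratio by blocking Runt binding to CBFb-SMMHC; some results filed as inactive read as strong as hits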
Target sequence (Q01196 whole entry, looked up, the tested form may be a part): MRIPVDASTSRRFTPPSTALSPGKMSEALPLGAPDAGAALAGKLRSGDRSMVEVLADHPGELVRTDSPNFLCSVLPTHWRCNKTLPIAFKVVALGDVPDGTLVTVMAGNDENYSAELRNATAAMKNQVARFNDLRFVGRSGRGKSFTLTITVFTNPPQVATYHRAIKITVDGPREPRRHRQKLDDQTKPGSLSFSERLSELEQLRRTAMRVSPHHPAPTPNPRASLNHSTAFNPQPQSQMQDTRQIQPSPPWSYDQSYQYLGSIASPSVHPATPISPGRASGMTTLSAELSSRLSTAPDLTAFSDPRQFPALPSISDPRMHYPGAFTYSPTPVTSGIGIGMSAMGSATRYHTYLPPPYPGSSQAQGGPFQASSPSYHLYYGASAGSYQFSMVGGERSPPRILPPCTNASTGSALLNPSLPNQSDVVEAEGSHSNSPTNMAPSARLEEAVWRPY
Target sequence (Q13951 whole entry, looked up, the tested form may be a part): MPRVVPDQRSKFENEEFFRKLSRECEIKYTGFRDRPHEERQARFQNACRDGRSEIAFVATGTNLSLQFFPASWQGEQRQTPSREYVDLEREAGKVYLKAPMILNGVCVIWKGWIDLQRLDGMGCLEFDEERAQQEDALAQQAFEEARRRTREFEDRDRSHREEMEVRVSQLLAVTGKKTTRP
TNF death inh: blocks TNF-alpha induced death of Jurkat FADD-/- cells; Jurkat FADD-/- TNF necroptosis rescue, ATP luminescence, 24 h; 0 = TNF only, 100 = no-TNF cells; activation (protection from cell death), % at 10 µM; hit rate 0.068% among 220,000; AID 463075;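 active = activation, meaning protection from cell death, of at least 50% relative to plate controls; inactive = activation below 50%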;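 note: necroptosis triggered by 40 ng/mL TNF-alpha added together with compound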
PERK inhibitor: inhibitors of human PERK kinase. Q9NZJ5. CHO PERK-DD fusion, SEAP luminescence translation reporter. inhibition, % at 5.6 µM. hit rate 0.17% among 220,000. AID 1416;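 active = inhibition above the mean inhibition of all tested compounds plus 3 SD, set separately per screening campaign, cut at about 2.9% in these data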;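 note: PERK kinase domain activated by AP20187 dimerizer at 100 nM; 0% = DMSO with dimerizer and 100% = rapamycin at 8.4 µM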
Hck-Nef inh: human Hck-Nef kinase inhibition. P08631. Recombinant Hck-YEEI plus Nef, Z-Lyte FRET kinase assay. inhibition, % at 20 µM. hit rate 0.68% among 220,000. AID 463187;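 active = Hck-Nef kinase inhibition above about 50%, limit read from the data; inactive = inhibition below that limit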;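 note: 0% = DMSO with Hck plus Nef and 100% = Hck alone without Nef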
zVAD death inh: L929 zVAD cell death inhibition; hit rate 0.38% among 220,000; viability rescue, % at 10 µM; L929 zVAD necroptosis rescue, ATP luminescence, 24 h; with zVAD 60 µM;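 active = activation, scaled between plate controls, above about 75%, limit read from the data; inactive = activation under that limit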;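 note: 0% = zVAD with DMSO and 100% = DMSO alone without zVAD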
Runt-CBFb FRET: inhibitors of human RUNX1 Runt domain binding to CBFb | Q01196+Q13951 | Cerulean-Runt/Venus-CBFb FRET ratio 530/480, 1 h | inhibition, % at 20 µM | hit rate 0.46% among 220,000 | AID 1496;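 active = inhibition over about 50% at 20 µM in the single-dose screen, limit read from the data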;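 note: 0% = DMSO wells and 100% = excess unlabeled CBFb competitor control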
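test system = Cerulean-tagged RUNX1 Runt domain (FRET donor) fusion protein | reagent = Venus-CBFb binding partner, 100 nM | incubation = protein complex preformed 1 h, compound exposure 1 h, room temperature, dark | detection = FRET fluorescence | read-out basis = loss of energy transfer signal | controls = 5 µM unlabeled CBFb as full-inhibition high control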
EP2 antag: inhibitors of human EP2 prostaglandin E2 receptor; C6 glioma cells expressing human EP2, cAMP TR-FRET; cells stimulated with saturating PGE2; P43116; AID 1422; hit rate 0.52% among 260,000; inhibition, % at 25 µM;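 active = percent inhibition above 40 after rounding to a whole number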;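 note: rat C6 glioma host cells with rolipram phosphodiesterase inhibitor present; the protocol text gives 20 µM as final concentration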
Target sequence (P43116 whole entry, looked up): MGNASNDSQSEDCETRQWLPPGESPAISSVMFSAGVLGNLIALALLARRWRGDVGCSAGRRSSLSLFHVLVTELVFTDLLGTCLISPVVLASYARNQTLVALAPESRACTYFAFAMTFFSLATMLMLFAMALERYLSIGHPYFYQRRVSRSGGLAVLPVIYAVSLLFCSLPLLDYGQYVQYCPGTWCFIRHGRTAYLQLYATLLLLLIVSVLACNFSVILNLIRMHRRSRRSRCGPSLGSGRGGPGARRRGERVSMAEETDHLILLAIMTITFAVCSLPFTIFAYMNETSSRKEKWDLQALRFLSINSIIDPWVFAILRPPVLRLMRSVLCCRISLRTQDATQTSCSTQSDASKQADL
RBBP9 inh: blocks human serine hydrolase RBBP9; recombinant RBBP9, FP-Rh probe fluorescence polarization; inhibition, % at 7.94 µM; hit rate 0.2% among 220,000; AID 1515;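 active = inhibition above the campaign mean of all tested compounds plus 3 SD, cut at about 14% in these data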;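 note: plate controls were DMSO wells with RBBP9 for no effect and wells lacking RBBP9 protein for full effect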
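Measured by – fluorescence polarization · Test system – RBBP9 protein · Input – 2.5 µM RBBP9 dispensing solution, before mixing · Measure – percent inhibition from mP, scaled between DMSO and no-protein wells · Benchmarks – DMSO-treated enzyme wells and wells lacking RBBP9 · Times – preincubation 30 min plus labeling 45 min at 25 °C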
EP2 modulator: EP2 receptor (human) modulation. P43116. induction, % at 25 µM. hit rate 0.83% among 260,000. EP2-expressing cells, cAMP HTRF FRET, PGE2 co-stimulation;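 active = compounds whose cAMP rise, as percent of the full-agonist control response, exceeds 60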;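 note: rat C6 glioma line stably carrying human EP2 under a CMV promoter; the protocol text gives 20 µM as final concentration; 100% = response of wells given 1 µM PGE2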
* hit, by the source's call; x = not tested or not shown; & = joins results of further samples. The list is partial; count on the stated rates, not on these rows.

entry | SMILES | Runt-SMMHC FRET | RBBP9 inh | EP2 modulator | EP2 antag | PERK inhibitor | zVAD death inh | Runt-CBFb FRET | Hck-Nef inh | TNF death inh
1 | COc1cccc(C(=O)OCc2ccccc2C#N)c1O | 0 | -7 | 6 | 2 | -0.4 | -0.1 | 1 | 0 | -2.8
2 | Cc1c(CN2CCC(CO)(CCOc3ccccc3)CC2)[nH]c2ccc(Cl)cc12 | -1 | -7 | -65 | 7 | -0.1 | 7.9 | 3 | -4 | -11
3 | Cc1cccc(NC(=O)c2cnc3ccccn3c2=O)c1 | 3 | 1 | -8 | 7 | 3.1* | 1.3 | -2 | -4 | 0.1
4 | Nn1c(SCC(=O)Nc2ccc(F)cc2)nnc1-c1ccccn1 | -10 | -9 | -32 | 9 | -0.2 | 1.2 | 1 | 2 | 0.6
5 | Cc1ccc(-c2nn(-c3ccccc3)cc2/C=C/C(=O)O)o1 | 14 | -9 | -29 | 5 | 0.3 | 3.7 | 34 | 3 | -1.0
6 | Cn1c(C(O)c2ccc3c(c2)OCO3)nc2ccccc21 (stereo not drawn) | -1 | 8 | -9 | 11 | 0.8 | 0.4 | 2 | 1 | -0.8
7 | COc1ccc(Nc2cc(Cl)ccc2C(=O)O)cn1 | 0 | -3 | 10 | 6 | 2.0 | -0.5 | 3 | 26 | -0.5
8 | C=C(C)CSc1nncn1/N=C/c1ccc(OC)cc1 | -6 | -3 | -19 | 4 | -0.2 | 0.5 | -4 | 3 | -0.5
9 | Cc1nn(Cc2ccccc2)c(C)c1NC(=O)CCCn1nc([N+](=O)[O-])c(Cl)c1C | 3 | -3 | 1 | 7 | -1.0 | x | 0 | 5 | 1.9
10 | CC(C)(C)c1ccc(N=C2SCC(=O)N2Cc2cccs2)cc1 | 1 | -7 | 9 | 5 | 0.8 | 2.7 | -2 | 10 | 2.8
11 | N#Cc1c(Nc2ccc(F)cc2)sc(C(=O)c2ccc(F)cc2)c1N | -6 | -9 | -28 | 3 | 1.1 | -0.1 | 4 | 3 | -3.9
12 | CC([NH2+][O-])C(C)(C)NO (stereo not drawn) | -1 | -8 | -8 | 8 | 0.6 | 0.9 | 0 | -2 | 0.7
13 | O=C(OCC(=O)c1c[nH]c2ccccc12)c1ccc([N+](=O)[O-])s1 | 4 | 1 | -27 | 11 | 0.2 | 0.1 | 3 | 7 | -2.3
14 | CCOc1ccccc1N1CCN(C(=O)c2csc(C)c2CC)CC1 | 1 | -1 | -41 | 11 | 0.3 | 0.5 | -2 | -15 | 1.7
15 | O=c1cc(CO)oc(C(Nc2cccc([N+](=O)[O-])c2)c2ccccn2)c1O (stereo not drawn) | 11 | -8 | 9 | 10 | 0.3 | x | 4 | -6 | -0.7
16 | N#Cc1cccc(NC(=O)CSc2ccccc2)c1 | 0 | -4 | 4 | 6 | 2.0 | 0.1 | 0 | 1 | 4.0
17 | O=C(c1ccccc1)N(NC(=O)C(O)(c1ccccc1)c1ccccc1)c1cccc(F)c1 | 0 | -4 | 10 | 4 | -0.5 | 0.1 | -2 | 2 | 0.0
18 | O=C1OCc2ccc(NC(=O)C3CC3)cc21 | 2 | 2 | -15&13 | 8&3 | 2.2 | 1.0 | 0 | 15 | -0.1
19 | CCn1nnnc1SCC(=O)c1cc(Cl)ccc1OC | 0 | -10 | 0 | 10 | 0.6 | 4.2 | 0 | 19 | 0.8
20 | Cc1ccc(-c2[nH]c(=S)[nH]c(=O)c2C#N)cc1 | -4 | -7 | 41 | 6 | 1.3 | 0.6 | 2 | 45 | 0.8
21 | COc1ccc(CN(Cc2cccnc2)S(=O)(=O)c2ccc(-n3cnnn3)c(C)c2)cc1OC | 22 | 3 | 46&-96 | 13&7 | -1.3 | 0.0 | 0 | 2 | 1.3
22 | Cc1cc([N+](=O)[O-])ccc1NC(=O)CN1C2CCC1CC(NC(=O)NC13CC4CC(CC(C4)C1)C3)C2 (stereo not drawn) | 4 | 2 | -8 | 11 | -0.2 | 0.3 | -2 | 15 | -5.1
23 | O=C1CCCC/C1=C\Nc1ccc(Cl)cn1 | -2 | 2 | 12 | 6 | -0.1 | 1.2 | 0 | -11 | 1.2
24 | COCCOc1ccc(C(F)(F)F)cc1NC(=O)c1ccccc1 | 2 | 0 | 11 | 12 | 0.5 | 1.5 | -1 | 0 | 0.5
25 | COc1ccc(S(=O)(=O)Nc2ccc3c(c2)n(C)c(=O)n3C)cc1 | -26 | 0 | -8 | 10 | 0.4 | 2.5 | -9 | 8 | -2.3

Further entries
entry | SMILES | Runt-SMMHC FRET | RBBP9 inh | EP2 modulator | EP2 antag | PERK inhibitor | zVAD death inh | Runt-CBFb FRET | Hck-Nef inh | TNF death inh
26 | Cc1ccccc1NC1(C#N)C(=O)Nc2ccccc21 (stereo not drawn) | -1 | 4 | -8 | x | 0.4 | 0.4 | 1 | -2 | -2.5
27 | O=C(c1ccc([N+](=O)[O-])cc1)N1CCSC1c1ccc(Br)cc1 (stereo not drawn) | 1 | -2 | -16 | 8 | 0.6 | 2.4 | 2 | 16 | 14
28 | O=C(COC(=O)C1CC1)Nc1ccc2[nH]c(=O)[nH]c2c1 | -1 | 4 | 25 | 10 | 0.1 | 0.3 | 1 | 8 | -0.6
29 | COc1ccc(-c2c(NC(=O)C(C)C)n(C)c3ccccc3c2=O)cc1 | -2 | -10 | 4 | 5 | 0.6 | 0.7 | 0 | -3 | -1.2
30 | NC(=O)CSc1nnc(C2CC2)n1-c1ccccc1 | 0 | -16 | 12 | 17 | 0.1 | -0.4 | -2 | 7 | -1.3
31 | Cc1ccc(C(=O)NCC(=O)OCC(=O)N2CCCc3ccccc32)cc1 | 1 | -10 | 10 | 4 | -0.1 | -0.3 | -2 | -2 | 1.5
32 | Cc1sc2nc3c(C(=O)N4CCCC4)cc(C(=O)c4ccccc4O)cn3c(=O)c2c1C | -7 | -4 | 5 | 4 | 1.1 | 0.6 | 7 | 28 | -1.0
33 | Cn1cccc1CNC(=S)Nc1ccccc1Cl | 1 | -5 | 4 | 0 | 1.1 | -0.4 | -3 | 3 | -2.5
34 | CCN(CC)CCCn1c(=S)[nH]c2ncccc2c1=O | -4 | -3 | 3 | 6 | 0.6 | -0.8 | 5 | 4 | 1.5
35 | Cc1cccc(N(C(=O)CS(=O)CC(=O)Nc2ccc3c(c2)OCO3)C(C)C(=O)NC2CCCC2)c1C (stereo not drawn) | 0 | 5 | 18 | 3 | 0.5 | 0.2 | -1 | 11 | -1.6
36 | Cc1ccc(NC(=O)COC(=O)c2ccn(C)n2)cc1 | -16 | -1 | -4 | 10 | 0.3 | 0.1 | 1 | 1 | -1.0
37 | COc1cc2c(cc1OC)CN(C(=O)C1(c3ccccc3)CC1)CC2 | 0 | 2 | 0 | 7 | -0.5 | 0.1 | -1 | 0 | 1.6
38 | CCCCCCc1nnc(N)s1 | 2 | -11 | 4 | 0 | 0.1 | 0.7 | 1 | -3 | -0.3
39 | COc1ccc(OC(C)C(=O)N2CCC(C)CC2)cc1 (stereo not drawn) | 3 | -6 | 2 | 4 | 1.3 | -0.1 | 1 | 2 | -0.2
40 | CCc1ccc(-c2ccc(C(=O)O)c(C)n2)cc1 | -2 | 4 | 14 | 5 | 0.5 | x | -1 | 2 | 2.8
41 | CCN(CC)C(=O)c1ccccc1NS(C)(=O)=O | -2 | -1 | 0 | 4 | 1.0 | 0.5 | 1 | 16 | 0.4
42 | Cc1nnc(Nc2ccc3c(c2)ncn3C)c2ccccc12 | 1 | -12 | -9 | 7 | -0.8 | 0.6 | -1 | 2 | -1.3
43 | O=c1[nH]c(Nc2ccc3c(c2)OCCO3)nnc1Cc1ccc(Cl)cc1 | 0 | -3 | -53 | 7 | 0.2 | 7.0 | 3 | 24 | 0.1
44 | CCCOc1ccc(CN(CCO)CCO)cc1[N+](=O)[O-] | 1 | -7 | 9 | 9 | -0.2 | -0.1 | 0 | 2 | 1.6
45 | C=CCN(CC=C)Cc1ccc(C(=O)OC)o1 | -16 | -8 | 8 | 10 | 0.2 | 0.7 | -2 | 0 | 1.1
46 | O=C(NCCc1ccccc1)C1CCN(S(=O)(=O)c2cccnc2)CC1 | -4 | 0 | 11 | 10 | 0.1 | 0.1 | 2 | 7 | 0.3
47 | O=C(N/N=C/c1ccc(Br)o1)c1ccc2c(c1)OCCO2 | 9 | -12 | -7 | 6 | 1.5 | 1.1 | -1 | 4 | -4.4
48 | Cc1cc(=O)oc2cc(NC(=S)NCc3cccnc3)ccc12 | -2 | -2 | 16 | 10 | 0.2 | 0.9 | 4 | 4 | -3.8
49 | Cn1c(=O)n(CCOc2ccc([N+](=O)[O-])cc2)c2ccccc21 | -3 | 0 | 5 | 3 | -1.2 | 0.4 | 2 | 14 | 4.0
50 | O=C(c1nn2c(C(F)(F)F)cc(-c3ccccc3)nc2c1Cl)N1CCOCC1 | -3 | -7 | 10 | 10 | -1.1 | 0.1 | -4 | 1 | -3.5

Structures from the list above containing a furan ring, fused or not (3):
entry | SMILES | Runt-SMMHC FRET | RBBP9 inh | EP2 modulator | EP2 antag | PERK inhibitor | zVAD death inh | Runt-CBFb FRET | Hck-Nef inh | TNF death inh
5 | Cc1ccc(-c2nn(-c3ccccc3)cc2/C=C/C(=O)O)o1 | 14 | -9 | -29 | 5 | 0.3 | 3.7 | 34 | 3 | -1.0
45 | C=CCN(CC=C)Cc1ccc(C(=O)OC)o1 | -16 | -8 | 8 | 10 | 0.2 | 0.7 | -2 | 0 | 1.1
47 | O=C(N/N=C/c1ccc(Br)o1)c1ccc2c(c1)OCCO2 | 9 | -12 | -7 | 6 | 1.5 | 1.1 | -1 | 4 | -4.4

Next part.
entry | SMILES | Runt-SMMHC FRET | RBBP9 inh | EP2 modulator | EP2 antag | PERK inhibitor | zVAD death inh | Runt-CBFb FRET | Hck-Nef inh | TNF death inh
51 | COc1ccc2nc(NC(C)=O)sc2c1 | 1 | -1 | 9 | 1 | 1.4 | 64 | 0 | -1 | -0.6
52 | Cc1ccc(S(=O)(=O)Nc2nncs2)cc1 | -1 | -9 | 11 | 9 | 0.1 | -0.3 | 1 | 1 | -1.8
53 | O=C(Nc1ccc([N+](=O)[O-])cc1)N1CCCCC1 | 2 | -1 | -12 | 1 | 1.2 | 0.9 | 0 | -12 | 1.6
54 | Cn1c2c(c(=O)n(C)c1=O)C(C(F)(F)F)(C(F)(F)F)N=C(c1ccccc1Cl)N2 | 0 | -2 | 1 | 5 | -0.8 | -0.5 | 3 | -12 | -4.4
55 | COc1ccccc1C(=O)NC(=O)OCCn1c(C)cnc1[N+](=O)[O-] | -1 | -5 | 1 | 10 | -0.3 | 3.6 | 2 | 17 | 0.8
56 | Cc1ccc(OC(=O)CCC(=O)Nc2ccc(Br)cc2)cc1 | 2 | -6 | 14 | 8 | 0.5 | 0.9 | 0 | 3 | -9.4
57 | OCCN=Cc1c(O)[nH]c2ccccc12 | 0 | -3 | 22 | 6 | 1.0 | 0.7 | -3 | -2 | 2.2
